FXN GAA850 act: increases GAA850 frataxin promoter reporter activity; HEK293 lucGAA850 FXN promoter luciferase reporter, 24 h; percent of 10 µM SAHA response; activation, % at 6 µM; 0.56% of 360,000 active;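 active means activation above the average of all compounds screened plus 3 SD, cutoff fixed separately per campaign, cut at about 7.5% in these data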;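 further: 0% = DMSO wells and 100% = 10 µM SAHA wells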
ssDAF12 agonist: activators of S. stercoralis DAF-12 nuclear receptor; AID 652126; activation, % at 6.8 µM; HEK293 ssDAF-12/GRIP1 lit1-tk-luc reporter, luminescence; % of 3 µM dafachronic acid response; 1% of 370,000 active;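 active means activation above the mean over all tested compounds plus 3 SD, cut at about 0.9% in these data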;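 further: 0% = DMSO-only wells and 100% = 3 µM delta7-dafachronic acid wells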
PG9 binder: small molecules binding HIV-1 gp120 antibody PG9; inhibition, % at 6.7 µM; 0.43% of 360,000 active; TR-FRET gp120-PG9 antibody binding; in the data active means inhibition above about 8.5%
SMARCA2 act: increases SMARCA2 function in MMTV reporter cells | 1% of 370,000 active | MG213 cells, MMTV-luciferase reporter, dexamethasone, overnight | AID 652017 | activation, % at 9.1 µM; in the data active means activation above about 7.8%;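 further: 0% = vehicle wells and 100% = reference activator wells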
GC-A act: GC-A (human) enzyme activation; activation, % at 10 µM; HEK293 GC-A cells, cGMP TR-FRET, EC30 ANP; 0% at EC30 ANP, 100% saturating ANP; P16066; 0.14% of 370,000 active; AID 1671463; in the data active means activation above about 40%
hgDAF-12 ag: hgDAF-12 agonism, primary luciferase screen; HEK293 GAL4-hgDAF12 UAS-luciferase reporter, agonist luminescence; normalized to butyrate control; activation, % at 6.8 µM; AID 687014; 1.8% of 370,000 active;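 active means activation above a cutoff set at the mean of all screened compounds plus 3 SD, cut at about 10% in these data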;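 further: 0% = DMSO wells and 100% = sodium butyrate wells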
DAX1 inh-1: DAX1 (NR0B1) inhibition, primary screen | HEK293T StAR-luciferase reporter, SF-1/DAX-1 repression relief | inhibition, % at 6.8 µM | 1.1% of 370,000 active | AID 652010;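 active means inhibition above the mean over all tested compounds plus 3 SD, cut at about 3.6% in these data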;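 further: 0% = DAX-1 cells with DMSO and 100% = cells lacking DAX-1 with DMSO; higher inhibition means more luminescence from relief of DAX-1 repression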
hcDAF12 agonist: activates DAF-12 receptor from parasite H. contortus | HEK293 hcDAF-12 lit1-tk-luc reporter, luminescence; 0% DMSO, 100% Δ7-dafachronic acid | 1.4% of 370,000 active | activation, % at 6.8 µM;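 active means activation above the mean of all tested compounds plus 3 SD, cut at about 5.5% in these data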;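 further: 100% = response to 3 µM Δ7-dafachronic acid high control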
DAX1 inh-2: inhibits human nuclear receptor DAX1. P51843. 0.99% of 340,000 active. inhibition, % at 6.75 µM. AID 504766. HEK293 Gal4-DAX1 luciferase reporter, luminescence;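 active means inhibition above the mean over all tested compounds plus 3 SD, cut at about 4.2% in these data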;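 further: 0% = DAX1-transfected cells with DMSO and 100% = empty-vector control cells with DMSO; inhibition shows as a rise in luminescence from relieved DAX1 repression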
ADAM17 inh: ADAM17 inhibition, QFRET primary screen. P78536. recombinant ADAM17, EDANS/DABCYL FRET peptide cleavage. inhibition, % at 6.95 µM. 0.83% of 370,000 active. AID 720648;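 active means inhibition above the mean of compounds lying between control limits plus 3 SD, set per campaign, cut at about 8.5% in these data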;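 further: 0% = DMSO-only wells as the low control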
Target sequence (P78536 215-824 limits assumed): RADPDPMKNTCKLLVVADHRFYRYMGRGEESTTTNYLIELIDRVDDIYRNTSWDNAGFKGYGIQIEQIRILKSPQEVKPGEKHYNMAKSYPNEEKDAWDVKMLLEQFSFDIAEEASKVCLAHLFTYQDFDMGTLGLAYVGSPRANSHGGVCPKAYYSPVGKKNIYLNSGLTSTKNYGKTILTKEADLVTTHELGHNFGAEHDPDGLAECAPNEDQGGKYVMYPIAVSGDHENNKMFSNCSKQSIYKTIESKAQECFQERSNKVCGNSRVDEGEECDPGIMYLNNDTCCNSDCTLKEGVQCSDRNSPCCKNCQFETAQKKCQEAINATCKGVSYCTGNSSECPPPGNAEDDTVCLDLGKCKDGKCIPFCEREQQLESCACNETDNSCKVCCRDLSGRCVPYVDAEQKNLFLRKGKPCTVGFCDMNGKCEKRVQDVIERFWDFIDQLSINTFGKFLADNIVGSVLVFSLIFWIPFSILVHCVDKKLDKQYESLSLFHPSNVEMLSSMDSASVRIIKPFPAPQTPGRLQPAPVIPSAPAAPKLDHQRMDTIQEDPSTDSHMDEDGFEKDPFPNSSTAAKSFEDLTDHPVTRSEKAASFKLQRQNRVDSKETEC
ADAM10 inh: ADAM10 inhibition, QFRET primary screen. 0.62% of 370,000 active. inhibition, % at 7 µM. recombinant ADAM10, EDANS/DABCYL FRET peptide cleavage, 3 h. AID 720582. O14672;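 active means inhibition above a per-campaign cutoff equal to the mean of compounds falling between control-based bounds plus 3 SD, cut at about 20% in these data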;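 further: 0% = DMSO wells while the 100% control is not disclosed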
Target sequence (O14672 214-748 limits assumed): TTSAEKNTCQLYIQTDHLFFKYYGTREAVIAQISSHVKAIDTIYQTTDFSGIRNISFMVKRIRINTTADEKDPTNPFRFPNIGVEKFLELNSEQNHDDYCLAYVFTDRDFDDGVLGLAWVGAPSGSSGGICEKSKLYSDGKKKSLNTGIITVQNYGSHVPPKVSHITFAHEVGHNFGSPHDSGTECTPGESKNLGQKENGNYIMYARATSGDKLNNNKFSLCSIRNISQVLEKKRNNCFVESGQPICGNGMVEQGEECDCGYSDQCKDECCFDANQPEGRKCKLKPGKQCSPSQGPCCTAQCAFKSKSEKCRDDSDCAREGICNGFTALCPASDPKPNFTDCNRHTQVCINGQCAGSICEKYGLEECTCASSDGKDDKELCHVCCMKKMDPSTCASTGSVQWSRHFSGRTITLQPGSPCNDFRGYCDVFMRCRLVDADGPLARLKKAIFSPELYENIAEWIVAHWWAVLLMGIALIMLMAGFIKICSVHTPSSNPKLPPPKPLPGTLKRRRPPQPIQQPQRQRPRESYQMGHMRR
Starred values were filed as active, the others as inactive.

How did CCCCN(C=O)c1c(CC)nc2ccc(C(=O)N3CCN(C(=O)c4ccco4)CC3)cn12 do in these assays?
FXN GAA850 act: -1.4; ssDAF12 agonist: -1.5; PG9 binder: 0.2; SMARCA2 act: -1; GC-A act: 7; hgDAF-12 ag: -0.5; DAX1 inh-1: 1.0; hcDAF12 agonist: -0.3; ADAM17 inh: -6; ADAM10 inh: -19

Results for CCc1cccc(C)c1NC(=O)CC1Oc2ccc(C)cc2NC1=O (stereo not given) ?
FXN GAA850 act: 1.1; ssDAF12 agonist: -1.5; PG9 binder: 0.0; SMARCA2 act: -2; GC-A act: -1; hgDAF-12 ag: 0.2; DAX1 inh-1: 0.3; hcDAF12 agonist: -0.5; DAX1 inh-2: 0.5; ADAM17 inh: -2; ADAM10 inh: -7

Results for CCCN1CCN(C(=O)c2cn(CC(C)C)c(=O)c3cc(OC)c(OC)cc23)CC1 ?
FXN GAA850 act: -0.3; ssDAF12 agonist: -0.7; PG9 binder: 0.2; SMARCA2 act: 2; GC-A act: -4; hgDAF-12 ag: 1.0; DAX1 inh-1: -0.7; hcDAF12 agonist: -0.5; DAX1 inh-2: 0.8; ADAM17 inh: -7; ADAM10 inh: -18

Results for O=C(CN1C(=O)NC2(CCCCCC2)C1=O)c1ccc(Cl)cc1 ?
FXN GAA850 act: -1.3; ssDAF12 agonist: -0.8; PG9 binder: 0.4; SMARCA2 act: 2; GC-A act: 4; hgDAF-12 ag: 1.3; DAX1 inh-1: 0.2; hcDAF12 agonist: 1.5; DAX1 inh-2: 0.7; ADAM17 inh: 3; ADAM10 inh: 0

What do the screens show for `CN(CCN1CCOCC1)Cc1nc(-c2ccc(Cl)cc2)no1`?
FXN GAA850 act: 2.7; ssDAF12 agonist: -1.2; PG9 binder: 2.2; SMARCA2 act: -4; GC-A act: 1; hgDAF-12 ag: -5.2; DAX1 inh-1: -0.6; hcDAF12 agonist: -1.3; DAX1 inh-2: 1.2; ADAM17 inh: -5; ADAM10 inh: 1

How did CC(=O)N1c2ccc(S(=O)(=O)N3CCCC3)cc2CC1C(=O)Nc1cc(C)cc(C)c1 (stereo not given) do in these assays?
FXN GAA850 act: 2.0; ssDAF12 agonist: -0.3; PG9 binder: -0.8; SMARCA2 act: -5; GC-A act: -2; hgDAF-12 ag: -1.9; DAX1 inh-1: -0.2; hcDAF12 agonist: -1.6; DAX1 inh-2: -0.7; ADAM17 inh: 0; ADAM10 inh: 8

Results for O=C(CNc1cccc(S(=O)(=O)N2CCOCC2)c1)N1CCc2ccccc21 ?
FXN GAA850 act: 3.4; ssDAF12 agonist: -0.6; PG9 binder: -2.6; SMARCA2 act: 4; GC-A act: -2; hgDAF-12 ag: 4.8; DAX1 inh-1: 0.8; hcDAF12 agonist: 1.9; DAX1 inh-2: 0.1; ADAM17 inh: -1; ADAM10 inh: 10

Results for CCOc1ccc(NC(=O)c2ccc(CNc3c(NC4CCCCC4)c(=O)c3=O)cc2)cc1 ?
FXN GAA850 act: -1.1; ssDAF12 agonist: -1.4; PG9 binder: 1.7; SMARCA2 act: 0; GC-A act: -5; hgDAF-12 ag: 3.4; DAX1 inh-1: 0.7; hcDAF12 agonist: -0.3; DAX1 inh-2: 2.2; ADAM17 inh: 1; ADAM10 inh: -3

Results for CCOc1ccc(CN2CCN(C/C=C/c3ccc(OC)cc3)CC2CCO)cc1 (stereo not given) ?
FXN GAA850 act: 1.0; ssDAF12 agonist: -1.2; PG9 binder: -0.8; SMARCA2 act: 0; GC-A act: 1; hgDAF-12 ag: -2.7; DAX1 inh-1: -0.3; hcDAF12 agonist: -0.8; DAX1 inh-2: 1.9; ADAM17 inh: -4; ADAM10 inh: -3

What do the screens show for `CCN(CC)C(=O)NC1CCCCCCC1`?
FXN GAA850 act: 1.0; ssDAF12 agonist: -1.2; PG9 binder: 0.0; SMARCA2 act: -2; GC-A act: -3; hgDAF-12 ag: 2.2; DAX1 inh-1: -0.8; hcDAF12 agonist: -1.1; DAX1 inh-2: -0.3; ADAM17 inh: -8; ADAM10 inh: -13

How did Cc1cccc(C(=O)NC(=S)Nc2ccccc2C(=O)O)c1 do in these assays?
FXN GAA850 act: 2.7; ssDAF12 agonist: -0.5; PG9 binder: 0.0; SMARCA2 act: -2; GC-A act: -1; hgDAF-12 ag: 3.2; DAX1 inh-1: 0.6; hcDAF12 agonist: 1.8; DAX1 inh-2: 1.6; ADAM17 inh: -21; ADAM10 inh: -57

How did O=C(Nc1cccc2ccccc12)c1cccc(F)c1 do in these assays?
FXN GAA850 act: 2.4; ssDAF12 agonist: -0.9; PG9 binder: -0.3; SMARCA2 act: 0; GC-A act: 0; hgDAF-12 ag: 3.5; DAX1 inh-1: 0.1; hcDAF12 agonist: 0.3; DAX1 inh-2: -0.6; ADAM17 inh: -5; ADAM10 inh: 3

What do the screens show for `Cc1ccc(S(=O)(=O)NC(C)(C)CSc2nncn2C)cc1`?
FXN GAA850 act: 0.1; ssDAF12 agonist: -1.8; PG9 binder: -0.8; SMARCA2 act: -4; GC-A act: 1; hgDAF-12 ag: 0.5; DAX1 inh-1: -0.1; hcDAF12 agonist: 2.9; DAX1 inh-2: 0.6; ADAM17 inh: -1; ADAM10 inh: -13

What do the screens show for `CCN(C(=O)COc1ccc(N(C)S(=O)(=O)c2ccc(NC(C)=O)cc2)cc1)C1CCCCC1`?
FXN GAA850 act: -1.1; ssDAF12 agonist: -0.4; PG9 binder: -3.2; SMARCA2 act: 0; GC-A act: 3; hgDAF-12 ag: 1.7; DAX1 inh-1: -0.4; hcDAF12 agonist: -0.2; DAX1 inh-2: -0.6; ADAM17 inh: 5; ADAM10 inh: 5

How did CCNC(=S)NNC(=O)c1cccn(Cc2ccc(Cl)cc2Cl)c1=O do in these assays?
FXN GAA850 act: -2.9; ssDAF12 agonist: -2.4; PG9 binder: 0.9; SMARCA2 act: -3; GC-A act: 1; hgDAF-12 ag: -2.0; DAX1 inh-1: -0.7; hcDAF12 agonist: -1.0; DAX1 inh-2: 0.5; ADAM17 inh: -58; ADAM10 inh: -433

The closing 2 records of the part above are carried over, then new ones follow:
What do the screens show for `CCN(C(=O)COc1ccc(N(C)S(=O)(=O)c2ccc(NC(C)=O)cc2)cc1)C1CCCCC1`?
FXN GAA850 act: -1.1; ssDAF12 agonist: -0.4; PG9 binder: -3.2; SMARCA2 act: 0; GC-A act: 3; hgDAF-12 ag: 1.7; DAX1 inh-1: -0.4; hcDAF12 agonist: -0.2; DAX1 inh-2: -0.6; ADAM17 inh: 5; ADAM10 inh: 5

How did CCNC(=S)NNC(=O)c1cccn(Cc2ccc(Cl)cc2Cl)c1=O do in these assays?
FXN GAA850 act: -2.9; ssDAF12 agonist: -2.4; PG9 binder: 0.9; SMARCA2 act: -3; GC-A act: 1; hgDAF-12 ag: -2.0; DAX1 inh-1: -0.7; hcDAF12 agonist: -1.0; DAX1 inh-2: 0.5; ADAM17 inh: -58; ADAM10 inh: -433

How did O=C(Cn1ccc([N+](=O)[O-])n1)NCc1nc2ccccc2[nH]1 do in these assays?
FXN GAA850 act: 0.2; ssDAF12 agonist: -1.5; PG9 binder: -0.3; SMARCA2 act: 2; GC-A act: 1; hgDAF-12 ag: 0.9; DAX1 inh-1: 0.4; hcDAF12 agonist: 1.0; DAX1 inh-2: -0.3; ADAM17 inh: 1; ADAM10 inh: 5

What do the screens show for `O=C(CCCSc1ccccc1)Nc1ccc(Cl)c(S(=O)(=O)N2CCOCC2)c1`?
FXN GAA850 act: -1.9; ssDAF12 agonist: -2.0; PG9 binder: 0.6; SMARCA2 act: -3; GC-A act: -1; hgDAF-12 ag: -5.1; DAX1 inh-1: -3.8; hcDAF12 agonist: -3.2; DAX1 inh-2: -2.2; ADAM17 inh: 6; ADAM10 inh: 17

Results for Cc1ccc(CN2C(=O)N/C(=C\c3cccn3-c3cccc(C(=O)O)c3)C2=O)cc1 ?
FXN GAA850 act: 2.0; ssDAF12 agonist: 0.0; PG9 binder: -4.0; SMARCA2 act: 1; GC-A act: -3; hgDAF-12 ag: 1.5; DAX1 inh-1: -0.1; hcDAF12 agonist: -0.8; DAX1 inh-2: -0.8; ADAM17 inh: -2; ADAM10 inh: -8

How did CN(C(=O)c1ccc(NC(=O)C2CCCN(C(=O)OC(C)(C)C)C2)cc1)C1CCCC1 (stereo not given) do in these assays?
FXN GAA850 act: 0.6; ssDAF12 agonist: -0.3; PG9 binder: 2.8; SMARCA2 act: -2; GC-A act: -1; hgDAF-12 ag: -0.9; DAX1 inh-1: -1.0; hcDAF12 agonist: -2.4; DAX1 inh-2: -0.7; ADAM17 inh: -5; ADAM10 inh: 6

Results for CC(C)CC(C)NNC(=O)c1cc2ccccc2[nH]1 (stereo not given) ?
FXN GAA850 act: 1.9; ssDAF12 agonist: -1.7; PG9 binder: -1.1; SMARCA2 act: 0; GC-A act: -1; hgDAF-12 ag: 8.0; DAX1 inh-1: 0.4; hcDAF12 agonist: 0.7; DAX1 inh-2: 0.7; ADAM17 inh: -3; ADAM10 inh: -7

Results for CCOC(=O)C1CCN(S(=O)(=O)c2csc(C(N)=O)c2)CC1 ?
FXN GAA850 act: -0.1; ssDAF12 agonist: -0.9; PG9 binder: -0.6; SMARCA2 act: -1; GC-A act: 2; hgDAF-12 ag: -0.3; DAX1 inh-1: 0.0; hcDAF12 agonist: -3.1; DAX1 inh-2: 0.1; ADAM17 inh: -4; ADAM10 inh: -7

How did O=C(NCC1CCOCC1)c1cc(COc2cccc(C(F)(F)F)c2)on1 do in these assays?
FXN GAA850 act: 0.1; ssDAF12 agonist: -1.3; PG9 binder: -0.9; SMARCA2 act: -2; GC-A act: 7; hgDAF-12 ag: 1.8; DAX1 inh-1: -0.2; hcDAF12 agonist: -2.1; DAX1 inh-2: 0.2; ADAM17 inh: -4; ADAM10 inh: -6

Results for CCn1c(COc2cccc(C)c2)nnc1SCC(=O)N1CCCC1 ?
FXN GAA850 act: 0.9; ssDAF12 agonist: -1.8; PG9 binder: 0.4; SMARCA2 act: 2; GC-A act: 4; hgDAF-12 ag: -1.9; DAX1 inh-1: 0.3; hcDAF12 agonist: -1.4; DAX1 inh-2: -0.5; ADAM17 inh: -4; ADAM10 inh: 3

What do the screens show for `C/C(CC(=O)NC12CC3CC(CC(C3)C1)C2)=N\NC(=O)c1cnccn1`?
FXN GAA850 act: 4.9; ssDAF12 agonist: -0.3; PG9 binder: 0.3; SMARCA2 act: 4; GC-A act: -4; hgDAF-12 ag: 6.2; DAX1 inh-1: 0.7; hcDAF12 agonist: 1.7; DAX1 inh-2: 3.0; ADAM17 inh: -1; ADAM10 inh: -5

What do the screens show for `Cc1ccc(Nc2nc(N)c([N+](=O)[O-])c(NCc3ccco3)n2)cc1`?
FXN GAA850 act: 8.9*; ssDAF12 agonist: -0.8; PG9 binder: -2.9; SMARCA2 act: 3; GC-A act: 41*; hgDAF-12 ag: 5.0; DAX1 inh-1: 0.5; hcDAF12 agonist: -1.6; DAX1 inh-2: 0.1; ADAM17 inh: 3; ADAM10 inh: 9

Results for COc1cccc(C(=O)CN2CCC(NC(=O)NC3CCCCC3)CC2)c1 ?
FXN GAA850 act: 0.8; ssDAF12 agonist: -1.9; PG9 binder: 0.7; SMARCA2 act: 2; GC-A act: -2; hgDAF-12 ag: 0.0; DAX1 inh-1: 0.5; hcDAF12 agonist: -1.1; DAX1 inh-2: -0.1; ADAM17 inh: -1; ADAM10 inh: -3

Bioassay records (PubChem BioAssay)
